# Compound activity: PubChem, National Center for Advancing Translational Sciences (NCATS)
# 12-LOX inh: inhibitors of human 12S-lipoxygenase ALOX12. P18054. purified 12hLO, xylenol orange hydroperoxide absorbance. Potency, µM (doses to about 108 µM), inactives show top-dose activity change, negative = inhibition, hits mostly inhibitors. 1.1% of 580,000 active. AID 1671190; active means well fitted inhibition curve with a large enough effect; inconclusive means small, poorly fitted or top-dose-only effect, or another doubt; inactive means no such curve, though single readings can be large or run the other way
# Target sequence (P18054 whole entry, looked up): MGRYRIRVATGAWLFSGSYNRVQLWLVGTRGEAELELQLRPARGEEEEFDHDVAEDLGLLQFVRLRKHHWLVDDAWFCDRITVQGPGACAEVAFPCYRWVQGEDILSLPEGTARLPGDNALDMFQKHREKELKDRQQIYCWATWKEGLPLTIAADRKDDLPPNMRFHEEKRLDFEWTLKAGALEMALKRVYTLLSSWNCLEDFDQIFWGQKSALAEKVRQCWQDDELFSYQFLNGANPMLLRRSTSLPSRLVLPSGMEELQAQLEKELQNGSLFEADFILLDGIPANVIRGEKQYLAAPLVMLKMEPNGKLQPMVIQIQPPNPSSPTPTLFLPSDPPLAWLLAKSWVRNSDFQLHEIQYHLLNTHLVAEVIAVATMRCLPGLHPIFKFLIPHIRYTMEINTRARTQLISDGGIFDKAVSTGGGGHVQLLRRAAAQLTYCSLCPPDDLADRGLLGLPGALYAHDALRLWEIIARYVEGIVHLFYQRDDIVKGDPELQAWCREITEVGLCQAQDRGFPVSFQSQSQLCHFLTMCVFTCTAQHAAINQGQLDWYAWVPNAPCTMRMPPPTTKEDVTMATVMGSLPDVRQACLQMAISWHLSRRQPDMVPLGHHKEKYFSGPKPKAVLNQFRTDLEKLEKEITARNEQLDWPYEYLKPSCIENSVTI
#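 Purified human 12hLO at 150 nM in 25 mM Hepes, 0.01% Triton X-100, pH 7.0, preincubated 15 min at room temperature with compound. Reaction started with 40 uM arachidonic acid, 30 min at room temperature. Hydroperoxide measured by Fe-xylenol orange, 573/405 nm absorbance ratio.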
# The depositor's hits bear a star; u = inconclusive; [ ] = remark or other dose. On the % scale 0 is the no-effect control and ±100 the full control effect; potency means the concentration at half of the fitted maximal effect. Only part of the results is shown. The share of hits here may be higher or lower than overall.
SMILES,12-LOX inh
Cc1ccc(-c2csc(Nc3ccccc3)n2)c(C)c1,-62%
COc1ccc(C[C@@H]2NC(=O)[C@H]3CN(C(=O)c4ccc(N(C)C)cc4)CCN3C2=O)cc1,24%
CCc1ccc(C(=O)COC(=O)CCc2ccccc2)cc1,u
Cc1nccn1CCCC(=O)N1CCC2(CCC(=O)N(CC3CCCO3)C2)CC1 (stereo unspecified),57%
COc1ccc(CCN2CC(NC(=O)Cn3ccc(C)n3)CC2=O)cc1 (stereo unspecified),40%[activator]
O=C1C(=C(c2ccccc2)c2ccccc2)C(Cl)C(Cl)(Cl)c2ccccc21 (stereo unspecified),10µM*
Cc1nc(-c2ccc(Cl)cc2)n(Cc2ccc(F)c(F)c2)c(=O)c1CCO,u
Cc1cccc(CC(=O)N2C[C@@H](Oc3ccccc3)C[C@@H]2C(=O)N2CCOCC2)c1,36%[activator]
O=C(Nc1cccc(C(F)(F)F)c1)C(=Cc1cccc(Oc2ccccc2)c1)C(=O)Nc1cccc(C(F)(F)F)c1,u
OC1(c2csc(CN3CCOCC3)n2)CCN(Cc2ccc(C(F)(F)F)cc2)CC1,-1%
Cc1nc2ncnn2c(C)c1CCC(=O)N1C[C@@H](N)C[C@H]1C(=O)NC(C)C,u
COc1ccc(C2Cn3nnc(C(=O)N4CCN(C(=O)c5cccc(C)c5)CC4)c3CO2)cc1 (stereo unspecified),19%
COc1ccccc1-c1noc(-c2ccc(S(=O)(=O)N3CCOCC3)o2)n1,6%
CNC(=O)[C@@H]1CN(C(=O)COc2ccc(Cl)cc2)C[C@H]1COC,79%[activator]
O=C1CCC(C(=O)N(CC2CCN(Cc3ccccc3F)CC2)CC2CCCO2)=NN1 (stereo unspecified),23%
Cc1cc(C)cc(C(=O)NCCSc2c[nH]c3ccccc23)c1,-1%
COC(=O)[C@@H](Cc1cccnc1)NC(=O)[C@@H]1CN(S(C)(=O)=O)CCN1C(=O)C1CCCCC1,16%
CN[C@H]1C[C@H]2c3[nH]c4c(-c5ccc6c(c5)OCO6)cccc4c3CCN2C[C@H]1[C@H](C)O,0%
CC(Nc1oc(COc2ccccc2)nc1C#N)c1ccccc1 (stereo unspecified),2%
Cc1ccc(-c2cc3c(=O)n(CCNC(=O)c4cc(Cl)ccc4F)ccn3n2)c(C)c1,34%

# 15 compounds from above, arranged by SMILES length, falling:
SMILES,12-LOX inh
O=C(Nc1cccc(C(F)(F)F)c1)C(=Cc1cccc(Oc2ccccc2)c1)C(=O)Nc1cccc(C(F)(F)F)c1,u
CN[C@H]1C[C@H]2c3[nH]c4c(-c5ccc6c(c5)OCO6)cccc4c3CCN2C[C@H]1[C@H](C)O,0%
COC(=O)[C@@H](Cc1cccnc1)NC(=O)[C@@H]1CN(S(C)(=O)=O)CCN1C(=O)C1CCCCC1,16%
COc1ccc(C[C@@H]2NC(=O)[C@H]3CN(C(=O)c4ccc(N(C)C)cc4)CCN3C2=O)cc1,24%
Cc1cccc(CC(=O)N2C[C@@H](Oc3ccccc3)C[C@@H]2C(=O)N2CCOCC2)c1,36%[activator]
Cc1ccc(-c2cc3c(=O)n(CCNC(=O)c4cc(Cl)ccc4F)ccn3n2)c(C)c1,34%
Cc1nc2ncnn2c(C)c1CCC(=O)N1C[C@@H](N)C[C@H]1C(=O)NC(C)C,u
OC1(c2csc(CN3CCOCC3)n2)CCN(Cc2ccc(C(F)(F)F)cc2)CC1,-1%
Cc1nc(-c2ccc(Cl)cc2)n(Cc2ccc(F)c(F)c2)c(=O)c1CCO,u
Cc1nccn1CCCC(=O)N1CCC2(CCC(=O)N(CC3CCCO3)C2)CC1 (stereo unspecified),57%
COc1ccc(CCN2CC(NC(=O)Cn3ccc(C)n3)CC2=O)cc1 (stereo unspecified),40%[activator]
Cc1cc(C)cc(C(=O)NCCSc2c[nH]c3ccccc23)c1,-1%
CC(Nc1oc(COc2ccccc2)nc1C#N)c1ccccc1 (stereo unspecified),2%
CCc1ccc(C(=O)COC(=O)CCc2ccccc2)cc1,u
Cc1ccc(-c2csc(Nc3ccccc3)n2)c(C)c1,-62%

# Following part
SMILES,12-LOX inh
O=C(Cn1c(=O)[nH]c(=O)c2ccccc21)Nc1cccc2cccnc12,5%
Cc1cc(C)c2c(C)c(C(=O)NCC(c3ccco3)N3CCOCC3)oc2c1 (stereo unspecified),u
COc1ccc(C(=O)N[C@@H]2CCC[C@@H]2C(=O)NCc2ccncc2)cc1,22%
c1ccc(CN2CCNc3cc(Nc4ccc(N5CCOCC5)cc4)ncc3C2)cc1,0%[176 µM]
CCCS(=O)(=O)N1CCC2(CCC2OC)CC1 (stereo unspecified),3%
CCC(CC)C(=O)N1CCC(N2CCCC(C(=O)NCc3ccccc3)C2)CC1 (stereo unspecified),26%
O=C(c1ccc(Cl)cc1)N1CC2(CCCN(C3CCCCC3)C2)Cc2ccccc21 (stereo unspecified),u
CC(C)(CNC(=S)Nc1cccc(C(F)(F)F)c1)N1CCCCC1,u
CC(C)(C)OC(=O)N1CCC[C@@H]1C(=O)NCc1ccccc1Cl,-6%
O=c1[nH]nc2n1CCC(NS(=O)(=O)c1ccc(Cl)s1)CC2 (stereo unspecified),-8%
Cc1nccn1Cc1nnc(C2CCN(C(=O)c3cnccn3)CC2)n1C,6%
COc1ccc2c(c1)CN(C(=O)NCc1ccccc1)CC[C@H]1COC(=O)N21,3%[176 µM]
CC1c2ccsc2CCN1CC(O)COc1ccc(-c2ccccc2)cc1 (stereo unspecified),7%
COc1ccccc1Nc1nc(-c2ccc3c(c2)CC(C)N3S(C)(=O)=O)cs1 (stereo unspecified),40µM*
N#Cc1ccc(N)c(C(F)(F)F)c1,-13%
COc1cccc(NC(=O)C2CCCN(Cc3ccncc3)CCC(=O)NCC2)c1 (stereo unspecified),43%[activator]
COc1ccc(C(=O)N2CC[C@@H](CC(=O)O)[C@@H](CCN(CCN3CCOCC3)c3ccccc3)C2)cc1,11%
CC(=O)N1CC2(CCCN(Cc3ccc(Cl)cc3)C2)Cc2ccccc21 (stereo unspecified),u
CCn1cc(CN2CCC(N3CC(OCCOC)C34CCCCC4)CC2)cn1 (stereo unspecified),37%[activator]
COc1ccc(CN2C(=O)c3ccccc3C2c2nnnn2C(C)C)cc1OC (stereo unspecified),-1%
COc1ccccc1-c1cc(=O)c2cc(NS(=O)(=O)c3ccc(C)cc3)ccc2o1,u
COc1ccc(-c2cnc3[nH]cc(CC(=O)NCc4cccnc4)c3c2)cn1,3%[176 µM]
CN(C(=O)[C@@H](Cc1ccccc1)NC(=O)[C@H]1O[C@@H](n2cnc3c(=O)[nH]c(N)nc32)[C@H](O)[C@@H]1O)C1CCCCC1,-11%
Cn1c(=O)c(-c2cccs2)nc2cnc(Oc3ccccc3)nc21,140%[activator]
Cn1cc(-c2ccc3c(n2)CN(Cc2ccc(C(F)(F)F)cc2)C(=O)CO3)cn1,-5%[176 µM]
CCNC(=O)Nc1ccc([C@@H](O)[C@H]2COCC(=O)N2Cc2ccccc2)cc1,7%[176 µM]
O=C1c2ccc(-c3nc4ccccc4o3)cc2C(=O)N1Cc1ccncc1,15%
O=[N+]([O-])c1ccc2[nH]c3c(c2c1)CCC/C3=N\O,u
O=S(=O)(c1ccc2c(c1)OCCO2)c1nc(-c2ccco2)oc1N1CCOCC1,12%
O=C(Cn1ccn2nc3c(c2c1=O)CCCC3)NCc1ccc(F)cc1,2%
O=c1[nH]c(=O)n(CCc2ccccc2)c2nccc(-c3ccc(F)cc3)c12,4%
COc1ccc2c(C)cc(SCC(=O)NCC3CCCCC3)nc2c1,u
CC(C)(C)c1nc2cc(NC(=O)c3cc[n+]([O-])cc3)ccc2o1,2%
CN(C)c1ccc(CN2CC(N3CCc4ccccc43)C2)cc1,-15%[176 µM]
CCc1ccc2c(CN(C)CCOc3ccccc3C)cc(=O)oc2c1,u
C[S+](=O)([O-])N1CCNc2cnc(Nc3cccc(C(F)(F)F)c3)nc2C1,6%[176 µM]
CCN1CCC(N2C[C@@H](COC)[C@H](c3nc(C)no3)C2)CC1,55%[activator]
O=C(C[C@@H]1CCNC[C@@H]1Cc1cc(CN2CCCCC2)on1)N1CCN(c2ccccc2)CC1,-16%
CN(C)C[C@@H]1CN(S(C)(=O)=O)C[C@H]1NC(=O)c1nccn1C,15%
CCc1cccc(-n2nnnc2N2CCN(C(=O)NC3CCCCC3)CC2)c1,-1%[6.33 µM]
O=C(O)C(=Cc1cccs1)C(=O)O,u
CC(CCN1CCC(C(O)(c2ccccc2)c2ccccc2)CC1)Oc1cccc(Br)c1 (stereo unspecified),u
CC(=O)NC[C@@H]1C=C(C)[C@H](CC(=O)NCc2ccc(F)cc2)C[C@H]1C(C)C,15%[176 µM]
CCOCCCNC(=O)c1c(OCC)cc(=O)n2c1CCCCC2,32%
C[C@H]1[C@@H]2[C@@H](O)C([C@H](C)C(=O)N3CCCC3)CC[C@@]2(C)CC[C@@H]1NC(=O)COc1ccccc1 (stereo partly specified),59%[activator]
C=CCSC1=N/C(=C\C=C\c2ccccc2)C(=O)S1,14µM*
Cc1cccc(C(=O)NCc2ccc(C)s2)n1,u
CCCCCNc1ncnc2c1CN(C1CCCNC1)C(=O)CN2C (stereo unspecified),-2%[6.33 µM]
COc1ccc(-c2nc(C#N)c(N3CCCC3)o2)cc1OC,13%
CCCn1nc(C(=O)OCC(=O)c2cc(C)n(Cc3ccc(F)cc3)c2C)c2ccccc2c1=O,2%
CN(C(=O)[C@@H]1C[C@H](c2ccc(F)cc2)N([S+](=O)([O-])C2CC2)C1)c1ccccc1,-19%[176 µM]
Cc1cccc(NC(=O)CN(C)Cc2coc(-c3ccccc3)n2)c1C,u
COCCN1CCC(CN(Cc2ccc(Cl)s2)CC2CCCO2)CC1 (stereo unspecified),24%
COC(=O)c1ccccc1C(=O)N1CCCC(CCC(=O)Nc2ccc(F)cc2C)C1 (stereo unspecified),14%
O=C1C(Sc2cccc(F)c2)=C[C@@]2(O)CC[C@@H](O)[C@]1(Sc1cccc(F)c1)[C@H]2O,u
COC(=O)C1CCN(C(=O)Cn2nc(-c3cccs3)c3ccccc3c2=O)CC1,37%[activator]
CCC(=O)N1CCC2(CC1)OCC(C(=O)NCC1CCCO1)N2C(=O)c1cccc(OC)c1 (stereo unspecified),53%
CCOc1c(Cl)cc(/C=C2/NC(=O)NC2=O)cc1Cl,-27%
CCOc1cccc(NC(=O)c2cccc(C)c2)c1,22%
Cc1ccc2[nH]cc(CCNC(=O)c3cc(F)ccc3F)c2c1,u

# Exported with values ahead of the structure: three of the compounds above
12-LOX inh	structure
14µM*	C=CCSC1=N/C(=C\C=C\c2ccccc2)C(=O)S1
u	Cc1cccc(C(=O)NCc2ccc(C)s2)n1
-2%[6.33 µM]	CCCCCNc1ncnc2c1CN(C1CCCNC1)C(=O)CN2C (stereo unspecified)

# Next section
SMILES,12-LOX inh
Cc1cccc(C)c1NC(=O)C1c2ccccc2OCC(=O)N1CCc1c[nH]c2ccccc12 (stereo unspecified),1%
COc1ccc(C(=O)Oc2ccc(C(C)(C)C)cc2)cc1Br,-7%
COCCN(Cc1cc2ccc(C)cc2[nH]c1=O)C(=O)c1cccc(OC)c1,14%
O=C(CCCn1cncn1)N[C@H]1CCOC[C@H]1C1CCOCC1,3%
CN(C)c1ccc(C(=O)N2Cc3[nH]cnc3CC2C(=O)O)cn1 (stereo unspecified),u
CCc1noc(-c2ccn3c(CNC(=O)c4cc(Cl)ccc4OC)nnc3c2)n1,28%
CN(CC1CCOC1)C(=O)c1ccccc1C(F)(F)F (stereo unspecified),6%
CCCCCCCCS(=O)CCCCCCCO (stereo unspecified),-6%
Cc1cc(/C=C(/C#N)c2nc3ccccc3[nH]2)cc(C)c1O,-25%
CC1(C)CC(=O)C2=C(C1)NC(=O)CC2c1ccc(OCc2ccccc2)cc1 (stereo unspecified),-24%
CCc1ccc(NC(=O)Nc2nnc(N(CC(C)C)CC(C)C)s2)cc1,6%
CN(C)Cc1ccccc1-c1nccc(Nc2ccc(F)cc2)n1,-32%
CN1C2=C(C(=O)CC(C)(C)C2)C(c2ccc(O)cc2)C2=C1CC(C)(C)CC2=O,u
COc1cc(F)ccc1CN1CCCC2(Cc3ccccc3CNC2=O)C1 (stereo unspecified),9%[6.33 µM]
O=C([C@H]1[C@H](CO)[C@H]2Cn3c(cccc3=O)[C@@H]1N2C(=O)c1ccc(F)cc1)N1CCCCC1,3%
O=C(c1ccco1)N1CCC2(CCN(Cc3ccncc3)CC2)CC1,-18%[57.4 µM]
COc1ccccc1C(=O)Nc1ccc2oc(-c3ccc(F)cc3)cc(=O)c2c1,2%
CC1(C)C2CCC1(C)C(NC(=O)C1CCC1)C2 (stereo unspecified),-10%
O=C(O)/C=C\C(=O)NC(Cc1ccccc1)C(=O)O (stereo unspecified),u
C[C@@H]1O[C@H](C2CCCC2)Cc2[nH]c(=S)[nH]c(=O)c21,u
O=C(NCc1ccccn1)c1ccc2c(c1)N(Cc1ccccc1)C(=O)c1ccccc1S2=O (stereo unspecified),-8%
O=C1CCN(C(=O)c2ccsc2)CCCC(C(=O)N2CCN(c3ccccn3)CC2)CCN1 (stereo unspecified),24%
CNC(=O)c1ccccc1Sc1ccc2c(C=Cc3ccccn3)n[nH]c2c1,-2%[57.4 µM]
COCCn1cc(C(=O)NCCc2ccc3ccccc3c2)ccc1=O,1%
O=C(Oc1ccc2c(=O)c(Oc3ccccc3Br)coc2c1)c1ccccc1,u
CCOc1ccc(S(=O)(=O)N2CCN(c3ccc(NCc4ccccc4)nn3)CC2)cc1,-4%
O=C(Cc1ccc(Cl)c(Cl)c1)NC1(c2ccccc2)CCC1,u
CC(=O)c1c(C)[nH]c(C(=O)C(C)OC(=O)c2c(F)cccc2F)c1C (stereo unspecified),u
CC(=O)c1ccc(SCC(=O)NCCC2=CCCCC2)c(F)c1,-21%
Cc1csc(Nc2ccc3ncn(C)c(=O)c3n2)n1,12%[176 µM]
Oc1ccccc1CN1CCC(O)(c2csc(CN3CCOCC3)n2)CC1,11%[176 µM]
Cc1onc(C(=O)N2CCCCCCNC(=O)[C@@H]3CCCC[C@@H]32)c1Cn1cccn1,23%
